JMJD2A Tudor inh: inhibitors of human JMJD2A Tudor domain; O75164; AlphaScreen JMJD2A-Tudor / H3K4me3 peptide binding; Potency, µM (highest dose often 114 µM), for inactives: top-dose activity change, negative = inhibition, actives largely listed as inhibitors; actives 4.4% (n = 390,000); AID 504339; further: potency means the concentration at half of the fitted maximal effect; on the % scale 0 is the no-effect control and ±100 the full control effect; nearly all actives have a fitted effect of over 50% in size
PI4K2A inh: blocks human PI4K2A kinase activity | Q9BTU6 | purified PI4K2A, ADP-Glo luminescence, 1 h; stronger effect = lower value | activity change, negative = inhibition, % at 76.9 µM | actives 0.13% (n = 420,000) | AID 1346378; in the data active means activity change below about -50%; inconclusive means mostly about -30% to -49%;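 further: -100% = wells without enzyme as full effect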
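ADP-Glo luminescence measured ADP generated by PI4K2A enzyme (4 ug/mL before mixing) with 1.2 mM PI substrate (pre-mix) and 300 microM ATP (pre-mix). Tris pH7.5 buffer with MgCl2, Triton X-100; 1 h reaction at ambient temperature.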
G9a block: G9a (human) methyltransferase inhibition | Q96KQ7 | G9a H3K9 monomethylation, AlphaScreen, 2 h | Potency, µM (titrated, usually from 102 µM), for the others: top-dose activity, negative = inhibition, hits mostly inhibitors | actives 8.8% (n = 350,000) | AID 504332; further: potency means the concentration at half of the fitted maximal effect; on the % scale 0 is the no-effect control and ±100 the full control effect; nearly all actives have a fitted effect of over 75% in size
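Compounds were preincubated with 20 nM G9a for 15 min, after which biotinylated H3K9 peptide (500 nM) and SAM (20 uM) started a 2 h room-temperature reaction. Monomethylated product was quantified by antibody-based AlphaScreen chemiluminescence.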
GLS inhibitor: glutaminase GLS (human) inhibition. GLS enzymatic activity, qHTS titration. Potency, µM (highest dose often 45.5 µM), inactives show top-dose activity change, negative = inhibition, usual class: inhibitors. actives 0.21% (n = 410,000); further: potency means the concentration at half of the fitted maximal effect; on the % scale 0 is the no-effect control and ±100 the full control effect
Target sequence (O94925 whole entry, looked up): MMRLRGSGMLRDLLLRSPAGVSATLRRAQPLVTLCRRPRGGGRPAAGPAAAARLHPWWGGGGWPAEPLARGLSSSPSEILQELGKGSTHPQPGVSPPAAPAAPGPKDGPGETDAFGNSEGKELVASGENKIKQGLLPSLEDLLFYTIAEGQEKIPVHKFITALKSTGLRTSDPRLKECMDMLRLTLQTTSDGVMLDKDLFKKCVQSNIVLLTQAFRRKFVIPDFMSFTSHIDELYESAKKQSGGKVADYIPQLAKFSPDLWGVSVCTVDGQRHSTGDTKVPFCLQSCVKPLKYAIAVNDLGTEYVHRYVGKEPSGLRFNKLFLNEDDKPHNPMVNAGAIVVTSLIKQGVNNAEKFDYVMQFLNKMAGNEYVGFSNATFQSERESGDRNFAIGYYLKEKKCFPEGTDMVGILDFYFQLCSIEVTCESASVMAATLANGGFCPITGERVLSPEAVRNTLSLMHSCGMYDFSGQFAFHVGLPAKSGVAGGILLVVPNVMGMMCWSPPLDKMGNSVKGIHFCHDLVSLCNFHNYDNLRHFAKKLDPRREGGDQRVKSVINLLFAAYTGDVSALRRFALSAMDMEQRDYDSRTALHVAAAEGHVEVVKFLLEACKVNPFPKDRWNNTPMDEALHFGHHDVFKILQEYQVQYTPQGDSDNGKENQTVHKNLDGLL
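Compounds were pin-transferred onto hKGA, after which L-glutamine (1 mM solution) and a detection mix of glutamate oxidase, HRP and Amplex Red were added. Initial and 30 min RT fluorescence reads were collected.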
Pin1 inhibitor: blocks the human prolyl isomerase Pin1 | Q13526 | Pin1 FP peptide displacement, HiFluor488, 10 min | Potency, µM (top dose mostly 115 µM), inactives show at the top dose activity, negative = inhibition, hits mostly inhibitors | actives 0.009% (n = 390,000) | AID 504891; active means well fitted inhibition curve with a large enough effect in the polarisation, with a control signal flat, not every such curve was filed as active; inconclusive means small, poorly fitted or top-dose-only effect, or effect the other way, or a change in a side signal; inactive means no such curve, though single readings can be large or run the other way; the % refers to the polarisation; further: potency means the concentration at half of the fitted maximal effect; on the % scale 0 is the no-effect control and ±100 the full control effect
Target sequence (Q13526 whole entry, looked up): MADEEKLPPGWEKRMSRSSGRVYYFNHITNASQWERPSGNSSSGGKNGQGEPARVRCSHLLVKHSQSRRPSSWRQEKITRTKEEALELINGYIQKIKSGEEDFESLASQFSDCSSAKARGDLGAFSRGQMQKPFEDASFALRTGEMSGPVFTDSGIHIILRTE
ERG Ets-DNA blk: inhibitors of human ERG Ets domain-DNA interaction. P11308. fluorescence polarization, His-ERG Ets domain / labelled DNA. Potency, µM (highest dose often 76.9 µM), inactives show top-dose FP activity, negative = inhibition, most hits filed as inhibitors. actives 0.028% (n = 370,000); active means well fitted inhibition curve with a large enough effect in the polarisation, with a control signal flat; inconclusive means small, poorly fitted or top-dose-only effect, or effect the other way, or a change in a side signal; inactive means no such curve, though single readings can be large or run the other way; the % refers to the polarisation;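 further: polarization taken with two DNA probes labelled with fluorescein and Texas red; potency means the concentration at half of the fitted maximal effect; % of control where 0% means no effect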
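His-tagged ERG Ets domain (1 uM in the protein solution; 300mM KCl, 50mM Tris-HCl, 1mM EDTA, 1mM DTT, pH 7.5) received compound, then a probe mix of 5 nM fluorescein-DNA and 100nM Texas-615-DNA. Fluorescence polarization was read for both dyes.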
BAZ2B block: blocks human BAZ2B; actives 4.4% (n = 360,000); Q9UIF8; Potency, µM (titrated, usually from 114 µM), for inactives: at the highest dose activity change, negative = inhibition, most hits filed as inhibitors; AlphaScreen BAZ2B-H3K14Ac peptide displacement; AID 504333; further: potency means the concentration at half of the fitted maximal effect; on the % scale 0 is the no-effect control and ±100 the full control effect; nearly all actives have a fitted effect of over 60% in size
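Multi-concentration screen (max 110 uM) measuring displacement of acetylated histone H3 peptide from BAZ2B by AlphaScreen, using 50 nM protein, 50 nM peptide and 10 ug/mL streptavidin donor plus Ni-chelate acceptor beads.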
Tb PGK inh: inhibitors of T. brucei phosphoglycerate kinase; P07378; PGK/GAPDH coupled, Kinase-Glo luminescence, 60 min; Potency, µM (series often up to 57.5 µM), inactives show at the top dose activity change, negative = inhibition, usual class: inhibitors; actives 0.043% (n = 380,000); AID 602233; further: potency means the concentration at half of the fitted maximal effect; on the % scale 0 is the no-effect control and ±100 the full control effect; nearly all actives have a fitted effect of over 60% in size
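Recombinant glycosomal PGK reaction used 1,3-bisphosphoglycerate generated in-well by GAPDH (100nM final) in 100mM TEA pH 7.6, 5mM MgCl2, 0.01% Tween-20. After 60 minutes at room temperature, ATP was read by Kinase-Glo Plus luminescence end-point.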
HP1b binding inh: inhibitors of HP1-beta chromodomain binding to methylated histone tails; P83916; Potency, µM (doses to about 114 µM), inactives show at the top dose activity change, negative = inhibition, usual class: inhibitors; AlphaScreen HP1-beta / biotin-H3K9me3 peptide binding; actives 0.56% (n = 390,000); AID 540317; further: potency means the concentration at half of the fitted maximal effect; nearly all actives have a fitted effect of over 70% in size; inactives centre near 23
Target sequence (P83916 whole entry, looked up): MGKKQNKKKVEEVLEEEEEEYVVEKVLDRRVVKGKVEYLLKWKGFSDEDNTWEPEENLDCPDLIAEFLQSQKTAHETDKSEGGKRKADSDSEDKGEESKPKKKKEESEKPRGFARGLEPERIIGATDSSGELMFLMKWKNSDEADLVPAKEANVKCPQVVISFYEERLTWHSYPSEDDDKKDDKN
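AlphaScreen: HP1-beta (50 nM) preformed 30 min with biotin-H3(1-18)K9me3 peptide (50 nM) in PBS pH 7.4, 0.01% Tween-20. Compound added for 30 min at RT, then streptavidin donor/nickel chelate acceptor beads (10 ug/mL) for 30 min.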
* marks the source's active call; other numbers are inactive results; i = inactive; ? = inconclusive; · = no result given; [ ] = remark or other dose. Unless noted, the call rests on the fitted dose curve; in most records, active means well fitted curve in the direction sought with a large enough effect; inconclusive means small, poorly fitted or top-dose-only effect, or another doubt; inactive means no such curve, though single readings can be large; an effect the other way counts as inactive or inconclusive.

structure	JMJD2A Tudor inh	PI4K2A inh	G9a block	GLS inhibitor	Pin1 inhibitor	ERG Ets-DNA blk	BAZ2B block	Tb PGK inh	HP1b binding inh
COCCCNC(=O)CCc1nc(-c2ccccc2)no1	-11%	0	-28%[12.7 µM]	-14%	4%	7%	0%	i	14%
CCC(NC(=O)c1ccccc1NC(=O)c1ccccc1)C(=O)OC (stereo unspecified)	-15%	-2	·	-1%	-3%	-1%	-9%	·	97%[activator]
COC(=O)C1=NN(C(=O)c2cccc(Br)c2)C(O)(c2ccc(Cl)cc2)C1 (stereo unspecified)	-33%	-3	27%[59 µM]	17%	25%	-1%	-33%	·	18%
O=C(N/N=C/c1cccc([N+](=O)[O-])c1)c1ccccc1-n1cccc1	-1%[11.4 µM]	-3	?	-6%	5%	6%	?	-10%	?
O=C(/C=C/c1ccc([N+](=O)[O-])cc1)c1cccs1	-17%[11.4 µM]	20	-4%	-6%	-2%	4%	-6%	-9%	7%
O=C(NCCS(=O)(=O)NCCc1ccccc1)c1ccccc1	-11%	1	16%	-3%	2%	·	-3%	-6%	31%
CC(=O)NS(=O)(=O)c1ccc(NC(=O)CSc2ccc(Cl)cc2)cc1	-2%	0	-30%	3%	-1%	-2%	-15%	-7%	33%
COc1cccc(C(=O)Nc2ccc(S(=O)(=O)Nc3cc(C)nc(C)n3)cc2)c1	-5%	-4	?	3%	2%	-18%	-6%	-3%	35%
Cc1ccc(OCC(=O)Nc2cccc3c2CCCC3)cc1C	8%	1	·	6%	-2%	-6%	·	0%	34%
CCCC1=[N+](CC(=O)c2ccc(Br)cc2)CCn2cccc21	-16%	-1	?	?	?	2%	-14%	1%	12%
CCN(c1cccc(C)c1)S(=O)(=O)c1c(C)nc2sc(C)cn2c1=O	-13%	0	-3%[59 µM]	-12%	3%	5%	-15%	-9%	6%
Cc1ccc(-c2cc3nc(-c4ccc(Br)cc4)cc(N)n3n2)cc1	-5%	2	48%[activator]	11%	15%	0%	5%	3%	67%[activator]
Clc1ccc(C2=CSC3=NCCN23)c(Cl)c1	-18%	-2	·	15%	-5%	-17%	·	i	18%
CC(=O)N1CCN=C1SCc1ccc(Br)cc1	14%	-5	-10%[59 µM]	-1%	6%	7%	4%	-5%	68%[activator]
COc1ccc(CCC(=O)Nc2nccs2)cc1OC	1%	-6	15%	1%	-3%	7%	3%	i	25%

Part of the list above in order of heavy-atom count, low to high:
structure	JMJD2A Tudor inh	PI4K2A inh	G9a block	GLS inhibitor	Pin1 inhibitor	ERG Ets-DNA blk	BAZ2B block	Tb PGK inh	HP1b binding inh
Clc1ccc(C2=CSC3=NCCN23)c(Cl)c1	-18%	-2	·	15%	-5%	-17%	·	i	18%
Cc1ccc(OCC(=O)Nc2cccc3c2CCCC3)cc1C	8%	1	·	6%	-2%	-6%	·	0%	34%
CC(=O)NS(=O)(=O)c1ccc(NC(=O)CSc2ccc(Cl)cc2)cc1	-2%	0	-30%	3%	-1%	-2%	-15%	-7%	33%

Sorted by the number under Tb PGK inh (highest first): three of the compounds above.
structure	JMJD2A Tudor inh	PI4K2A inh	G9a block	GLS inhibitor	Pin1 inhibitor	ERG Ets-DNA blk	BAZ2B block	Tb PGK inh	HP1b binding inh
CC(=O)N1CCN=C1SCc1ccc(Br)cc1	14%	-5	-10%[59 µM]	-1%	6%	7%	4%	-5%	68%[activator]
CCN(c1cccc(C)c1)S(=O)(=O)c1c(C)nc2sc(C)cn2c1=O	-13%	0	-3%[59 µM]	-12%	3%	5%	-15%	-9%	6%
O=C(N/N=C/c1cccc([N+](=O)[O-])c1)c1ccccc1-n1cccc1	-1%[11.4 µM]	-3	?	-6%	5%	6%	?	-10%	?

Additional results
structure	JMJD2A Tudor inh	PI4K2A inh	G9a block	GLS inhibitor	Pin1 inhibitor	ERG Ets-DNA blk	BAZ2B block	Tb PGK inh	HP1b binding inh
O=C(Nc1ccc(Cl)c(NC(=O)c2cccs2)c1)c1ccco1	-4%	-1	56µM*	-1%	-1%	-3%	-21%	0%	31%
Cc1cc(/C=C(\C#N)C(=O)O)c(C)n1CCC(C)C	-25%	-6	33%[12.7 µM]	1%	-4%	13%	?	-2%	-14%
CCCn1c(SCC(=O)Nc2ccc3c(c2)OCO3)nc2c1c(=O)n(C)c(=O)n2C	-11%	2	0%	-5%	-3%	-1%	7%	6%	12%
COc1ccc(C(CNC(=O)C(C)Oc2ccc(Br)cc2)N2CCOCC2)cc1 (stereo unspecified)	-5%	-1	-26%	-3%	6%	-14%	-30%	0%	34%
O=C(NCc1ccc(Cl)c(Cl)c1)c1ccc2c(c1)OCO2	26%	0	33%	-14%	15%	12%	4%	i	64%[activator]
COc1ccc(-c2ccc(CCC(=O)O)n2CC2CCCO2)cc1 (stereo unspecified)	-19%	4	?	7%	2%	1%	?	0%	29%
CCOC(=O)N1CCN(S(=O)(=O)c2ccc(C)c(C)c2C)CC1	2%	-6	7%	1%	-1%	-18%	9%	-10%	40%[activator]
CN1N=C(c2ccc(F)c(F)c2)CSC1=NCc1ccccc1	5%	7	177%[activator]	0%	-1%	16%	183%[activator]	-1%	42%[activator]
Cc1[nH]c2ccccc2c(=O)c1CN(C)Cc1ccccc1	-1%	-5	14%[12.7 µM]	3%	-2%	-3%	-2%	-6%	12%
Cc1nc2c(C#N)cnn2c2c1CCNN2C	-8%	-3	10%	?	-4%	-6%	-9%	7%	19%
CCCOc1ccc2c3c(c(=O)oc2c1)CCCC3	-24%[11.4 µM]	-3	38%[59 µM]	?	0%	2%	2%	-2%	21%
O=C1CS/C(=N\NC(=O)c2ccccc2)N1	?	3	2.5µM*	0%	0%	-3%	-36%	-7%	31%
CCN(C(=O)COC(=O)c1cnc(C)cn1)C1CCS(=O)(=O)C1 (stereo unspecified)	1%	4	-5%[2.33 µM]	3%	-3%	-1%	7%	-7%	11%
COc1ccc(-c2cc(C(F)(F)F)nc(SCC(=O)N3CCC(C)CC3)n2)cc1	4%	2	19%[59 µM]	8%	0%	-5%	10%	-6%	37%
CCn1c(SCc2nc3ccccc3c(=O)[nH]2)nc2ccccc2c1=O	-4%	1	6%[59 µM]	14%	-2%	4%	-3%	-3%	27%

New compounds follow:
Each structure is followed by: JMJD2A Tudor inh	PI4K2A inh	G9a block	GLS inhibitor	Pin1 inhibitor	ERG Ets-DNA blk	BAZ2B block	Tb PGK inh	HP1b binding inh
O=C(c1ccccc1)[C@@H]1[C@@H]2C(=O)N(c3ccc(F)cc3)C(=O)[C@@H]2C2CCCN21 (stereo partly specified)
 : ?	-3	·	1%	?	10%	-1%	3%	-10%
COc1ccc(C)cc1NC(=O)C(OC(=O)CNC(=O)c1cc(C)cc(C)c1)c1ccccc1 (stereo unspecified)
 : ?	-4	20%[59 µM]	-18%	40%[activator]	-5%	2%	i	19%
CCOC(=O)N1CCN(CC(O)COc2ccccc2C(C)CC)CC1 (stereo unspecified)
 : -13%	-4	1%[12.7 µM]	1%	4%	-8%	-5%	-8%	20%
O=C(c1ccc(CS(=O)(=O)c2ccc(Br)cc2)o1)N1CCOCC1
 : -14%	3	?	-9%	-1%	12%	9%	-1%	59%[activator]
NN1C(=O)c2cccc3c(C(=O)O)ccc(c23)C1=O
 : -16%	-1	-11%[59 µM]	6%	-1%	·	-8%	-1%	18%
Cc1ccc(S(=O)(=O)N2CCCC2CNC(=O)C(=O)NC2CC2)cc1 (stereo unspecified)
 : -7%	6	-4%[0.501 µM]	6%	-7%	-4%	-26%	1%	22%
CCN(CC)S(=O)(=O)c1ccc(C(=O)Nc2ccc3c(c2)OCO3)cc1
 : -23%	2	5%	3%	-4%	11%	?	-1%	9%
Cc1ccc2c(c1)N(Cc1ccncc1)C(=O)C(C)O2 (stereo unspecified)
 : -7%	6	-10%	7%	-2%	0%	2%	1%	15%
COc1ccc(C(=O)C[n+]2ccc3c(c2)nc(-c2ccc(OC)cc2OC)n3C)cc1
 : -17%	1	-1%[59 µM]	10%	-4%	-6%	-3%[57.1 µM]	0%	17%
CC(=C1C(=O)c2ccccc2C1=O)N1CCc2ccccc2C1
 : -18%	-1	?	0%	2%	·	-1%	-2%	20%
Cc1cnc(NC(=O)COc2cccc3c2OC(C)(C)C3)s1
 : -3%	6	-9%	14%	1%	3%	11%[57.1 µM]	3%	19%
CCOC(=O)[C@H]1NN=C(C(=O)OC)[C@@H]1c1ccccc1
 : -33%[57.1 µM]	-5	5%[59 µM]	2%	-9%	1%	-24%	0%	8%
NS(=O)(=O)c1ccc(CNC(=O)/C=C/c2ccc(S(=O)(=O)N3CCOCC3)cc2)cc1
 : -6%	-1	27%[59 µM]	-1%	-1%	-4%	2%	4%	28%
O=C(COC(=O)c1ccco1)NCC1CCCO1 (stereo unspecified)
 : -26%[57.1 µM]	-1	-1%	-2%	-17%	-8%	7%	-2%	-11%

Assay outcomes as filed in PubChem BioAssay.
